ABHD5-PLIN5 inh = inhibitors of human ABHD5-perilipin-5 interaction; Q00G26+Q8WTS1; inhibition, % at 4 µM; AID 602281; actives 0.78% (n = 360,000); Split G. princeps luciferase complementation, luminescence, 4 h;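 active = inhibition above the mean inhibition across every tested compound plus 3 SD, cut at about 22% in these data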;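 also: 0% = DMSO only wells and the 100% control is not disclosed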
SRC3 inh = human NCOA3 inhibition. actives 0.17% (n = 360,000). AID 588352. Q9Y6Q9. HEK293 GAL4-SRC3 luciferase reporter, luminescence. inhibition, % at 3.6 µM;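 active = inhibition above a per-campaign cutoff, the mean of all compounds plus 3 SD, cut at about 60% in these data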;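 also: 0% = DMSO-treated cells and 100% = gossypol-treated cells at 36 µM; higher means less SRC3-driven luciferase light from the GAL4 reporter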
NOD2 RIPK2 PPI = inhibitors of human NOD2-RIPK2 interaction; actives 0.38% (n = 360,000); O43353; CHO BLA complementation NOD2-RIPK2, CCF4 ratio; inhibition, % at 4.98 µM; AID 624267; in the data active = inhibition above about 21%;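 also: 0% = vehicle only and 100% = reference blocker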
Target sequence (O43353 whole entry, looked up): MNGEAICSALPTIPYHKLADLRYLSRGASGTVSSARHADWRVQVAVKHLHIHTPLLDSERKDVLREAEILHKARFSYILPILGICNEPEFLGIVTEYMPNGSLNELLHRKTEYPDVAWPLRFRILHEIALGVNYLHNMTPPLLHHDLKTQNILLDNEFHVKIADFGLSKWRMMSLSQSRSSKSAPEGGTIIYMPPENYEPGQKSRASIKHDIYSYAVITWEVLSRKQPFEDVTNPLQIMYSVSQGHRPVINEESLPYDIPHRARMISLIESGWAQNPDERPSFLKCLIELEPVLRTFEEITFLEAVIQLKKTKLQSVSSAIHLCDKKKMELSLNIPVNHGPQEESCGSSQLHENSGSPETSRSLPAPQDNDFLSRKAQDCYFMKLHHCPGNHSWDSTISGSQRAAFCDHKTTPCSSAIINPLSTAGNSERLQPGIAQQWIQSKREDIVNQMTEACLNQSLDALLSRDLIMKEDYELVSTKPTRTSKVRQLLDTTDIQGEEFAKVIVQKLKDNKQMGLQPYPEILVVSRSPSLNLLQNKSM
TWEAK-Fn14 inh = blocks TWEAK-Fn14 interaction in a reporter cell assay; TWEAK-stimulated Fn14 reporter cells, luciferase luminescence, 8 h; inhibition, % at 10 µM; actives 2% (n = 360,000); AID 1159606; in the data active = inhibition above about 50%
NCOA1 inh = human NCOA1 inhibition; Q15788; HEK293 GAL4-SRC1 luciferase reporter, luminescence; inhibition, % at 3.6 µM; actives 0.12% (n = 360,000); AID 588354;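 active = inhibition above the campaign mean plus 3 SD, with each screening campaign given its own cutoff, cut at about 60% in these data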;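 also: 0% = DMSO treated cells and 100% = gossypol at 36 µM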
TROY signal inh = blocks TROY-dependent signaling in reporter cells | Q293 LMP1-TROYcd NF-kB luciferase reporter, 4 h | inhibition, % at 10 µM | actives 0.98% (n = 360,000) | AID 1347056;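 active = compounds whose plate-normalised and pattern-corrected inhibition of the luciferase reporter signal at the single screening dose is 50% or more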
NR2F2 inh = NR2F2 (human) inhibition, primary screen; actives 0.7% (n = 370,000); AID 686940; HEK293T NGFI-A luciferase reporter, luminescence; inhibition, % at 8.6 µM;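 active = inhibition above a per-plate cutoff, mean inhibition of test wells between control levels plus 3 SD, cut at about 38% in these data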;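 also: cells cotransfected with COUP-TFII expression vector driving the NGFI-A reporter; 0% = median of COUP-TF2 test wells and 100% = reporter-only cells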
Target sequence (P24468 whole entry, looked up): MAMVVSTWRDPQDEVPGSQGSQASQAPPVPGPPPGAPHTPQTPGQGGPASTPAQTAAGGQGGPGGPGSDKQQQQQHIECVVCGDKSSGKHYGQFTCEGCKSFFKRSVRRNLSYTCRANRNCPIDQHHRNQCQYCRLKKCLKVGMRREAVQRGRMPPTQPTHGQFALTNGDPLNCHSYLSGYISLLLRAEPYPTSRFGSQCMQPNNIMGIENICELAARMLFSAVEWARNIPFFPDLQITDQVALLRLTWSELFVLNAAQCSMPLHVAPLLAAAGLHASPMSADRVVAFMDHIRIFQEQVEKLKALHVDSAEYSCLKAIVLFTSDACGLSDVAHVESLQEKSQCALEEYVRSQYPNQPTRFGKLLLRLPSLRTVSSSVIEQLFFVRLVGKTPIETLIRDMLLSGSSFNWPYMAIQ
NCOA2 inhibitor = inhibits human steroid receptor coactivator 2; HEK293 GAL4-SRC2 luciferase reporter, luminescence; Q15596; inhibition, % at 9 µM; actives 0.17% (n = 370,000);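 active = inhibition above the mean inhibition of all tested compounds plus 3 SD, set per campaign, cut at about 52% in these data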;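 also: 0% = DMSO treated cells and 100% = cells given Gossypol at 36 µM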
LRH-1 inv ag = inverse agonists of human LRH-1 (NR5A2); O00482; HEK293T StAR-luciferase reporter, LRH-1 transfected, 24 h; inhibition, % at 3.6 µM; actives 0.13% (n = 360,000); AID 602396;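 active = inhibition above the mean inhibition of all tested compounds plus 3 SD, cut at about 73% in these data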;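 also: 0% = DMSO wells and 100% = reporter-only cells lacking LRH-1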
TLR9-MyD88 inh = blocks human TLR9 binding to MyD88; Q9NR96+Q99836; inhibition, % at 4.98 µM; CHO BLA complementation TLR9-MyD88, CCF4 FRET ratio; AID 504734; actives 0.21% (n = 340,000);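 active = inhibition above the mean over all tested compounds plus 3 SD, cut at about 21% in these data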;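 also: 0% = DMSO only wells and 100% = clavulanate BLA inhibitor control wells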
Exocytosis inh = lytic granule exocytosis inhibition; TALL-104 LAMP-1 surface exposure, flow cytometry; cells stimulated with thapsigargin and PMA; inhibition, % at 10 µM; actives 0.66% (n = 360,000);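 active = inhibition above about 55%, limit read from the data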
* = called active by the depositor; x = no result given. This is a subset, so the mix of outcomes need not match the whole.

Structure	ABHD5-PLIN5 inh	SRC3 inh	NOD2 RIPK2 PPI	TWEAK-Fn14 inh	NCOA1 inh	TROY signal inh	NR2F2 inh	NCOA2 inhibitor	LRH-1 inv ag	TLR9-MyD88 inh	Exocytosis inh
CCCN1CCN(C(=O)c2noc3c2COc2ccc(C)cc2-3)CC1	10.9	-6.3	3.5	-9.2	-31.0	10.4	-12.7	-3.4	-3.1	3.0	3.3
CS(=O)(=O)N1CCC(C(=O)Nc2ccc(Cl)cc2)CC1	1.1	-2.2	6.1	18.1	-8.3	-27.0	-9.4	-8.9	5.2	2.9	-5.5
CC(Oc1ccccc1)C(=O)N1CCC2(CC1)CC(=O)c1ccccc1O2 (stereo not given)	1.1	2.4	2.3	-9.0	27.5	2.7	6.4	3.5	4.4	-0.9	-3.8
CN(C)S(=O)(=O)c1cccc(NC(=O)c2ccc3c(c2)S(=O)(=O)N=C2CCCCCN23)c1	3.4	22.1	-2.4	-28.8	-4.9	-18.2	-2.9	-41.9	4.1	-2.5	-1.5
Cc1cc(C)c(S(=O)(=O)N2CCCCC2CCNC(=O)C(=O)NCC2CCCO2)c(C)c1 (stereo not given)	-0.6	5.1	-1.8	-16.2	-7.5	5.0	10.5	7.9	-8.6	5.9	-7.5
COc1ccc(CC(=O)c2ccc(O)cc2O)cc1OC	1.0	-24.0	-2.6	-2.4	-10.8	-25.2	-7.4	-16.3	-47.9	-9.7	2.1
COc1ccccc1OCc1nnc(SCC(=O)N2CCCCC2)o1	-6.6	1.6	-9.5	-2.7	-17.6	-2.6	-7.4	-9.7	-1.1	-1.9	5.7
O=C(Nc1ccccc1C(=O)N1CCCCC1)c1cccs1	-0.3	-23.9	4.9	7.8	-22.2	1.0	-3.4	-16.2	3.9	10.6	-4.5
CC(/C=N/n1c(-c2cc(C)[nH]n2)n[nH]c1=S)=C\c1ccco1	3.0	3.5	9.2	4.4	3.2	11.0	10.8	-7.2	-17.7	-3.6	0.0
C[C@@H]1COC(=O)[C@H](NC(=O)OCC2c3ccccc3-c3ccccc32)C/C=C\C[C@@H](CC(=O)N[C@H](CO)Cc2ccccc2)C(=O)N1	12.7	-9.5	-4.7	-11.4	-9.8	12.5	-2.7	-4.2	-19.4	-7.0	3.2
CC1/C(=N/O)CC(c2ccco2)NC1c1ccco1 (stereo not given)	3.5	8.1	-9.8	-22.8	-10.0	-21.1	10.8	-10.4	-4.5	13.3	-1.3
Cc1ccc(S(=O)(=O)NCCOC(=O)Nc2sc(=S)n(C)c2C)cc1	-5.7	2.4	-6.9	2.7	1.3	-4.9	-15.1	22.4	-19.8	0.7	-4.3
COCC(=O)N1CCCC(C)(C(=O)Nc2cccc(Oc3ccccc3)c2)C1 (stereo not given)	-5.9	8.8	4.6	-3.2	0.9	-3.3	9.3	12.6	13.8	x	4.6
O=C(N/N=C/c1ccccc1)c1cccc2ccccc12	-0.8	3.2	-8.4	-0.8	-1.3	-12.8	-12.3	6.2	5.3	0.5	-0.6
O=C(NCC1COc2ccccc2O1)C1CCCN(S(=O)(=O)c2cnc[nH]2)C1 (stereo not given)	-3.9	16.1	-4.4	-8.5	20.4	4.2	-2.8	-23.1	-2.1	-2.9	6.1
CCN1C(=NCc2cccc(Cl)c2)N[C@@H](c2cccc(F)c2)C(C(=O)OC)=C1C	4.3	21.3	6.8	-10.4	-7.4	21.2	-3.8	6.2	0.7	0.3	1.0
O=C(O)/C=C/C(=O)Nc1ccc2c(c1)NC(=O)CO2	-0.3	6.3	2.6	5.0	-44.0	-40.4	4.7	11.1	0.2	-4.5	0.7
Cc1ccc(-c2cc3nc4c(c(=O)n3[nH]2)CCCC4)cc1	-5.0	-68.0	-13.2	62.1*	-114.6	-10.4	-35.0	-72.3	-160.1	-5.2	-3.9
C[C@H](N=C1NS(=O)(=O)c2ccccc21)C(=O)OCc1cc([N+](=O)[O-])cc2c1OCOC2	-3.6	12.5	-1.1	-15.7	0.1	21.3	12.9	-3.5	-3.4	7.5	-1.4
Cc1ccc(OCc2n[nH]c(=S)n2-c2ccc(C)cc2)cc1	-8.3	12.5	-2.1	-6.5	4.5	6.0	5.2	-22.8	-0.3	6.3	-0.7
CCN1CCN(C(c2ccc(F)cc2)c2nnnn2Cc2ccc3c(c2)OCO3)CC1 (stereo not given)	-5.2	11.5	5.8	-6.0	-9.1	2.2	-10.7	-42.4	6.8	-17.3	-0.2
O=c1[nH]c2ccccc2c2cn(-c3ccccc3)nc12	-3.3	-42.2	0.4	-38.3	-40.1	-41.7	-34.9	-44.4	-41.8	0.2	-8.3
CCOc1ccc(NC(=O)CSc2nc(O)c(C)c(=O)n2-c2ccc(F)cc2)cc1	-6.6	2.6	10.0	12.2	-2.6	-19.5	2.1	-15.4	66.2	-3.9	-6.2
Cc1cc(N2C(=O)CCC2=O)n(-c2ccccc2)n1	-0.6	-3.0	-4.0	3.7	-2.8	-0.6	-7.8	4.5	-8.8	2.1	-3.4
O=c1c2ccccc2sn1-c1cc(S(=O)(=O)N2CCOCC2)ccc1N1CCOCC1	97.2*	5.8	1.1	-3.5	-1.3	-10.2	17.3	-0.8	-9.8	5.7	59.3*
CC1=CC(C)(C(Cl)Cl)C(C)=CC1=O (stereo not given)	2.5	-7.3	10.2	7.5	-29.2	6.2	-7.2	-17.1	-1.8	-3.6	-1.8
COc1ccc(-n2c(N)c(-c3nc4ccccc4n3C)sc2=S)cc1	-1.3	4.7	-2.2	-62.7	-4.6	7.9	6.1	-13.6	15.0	1.5	-4.6
COc1ccc(OC)c(NC(=O)c2cc(-c3cc(C)ccc3O)n[nH]2)c1	-10.8	-0.2	-8.3	-21.5	3.1	-10.8	-26.1	-14.1	-12.4	-6.2	12.4
CNC(=O)C(=O)Nc1cc2c3c(c1)C(C)C(=O)N3CCC2 (stereo not given)	-7.3	-14.6	5.1	-13.0	-3.6	-16.9	-21.9	4.8	4.2	16.9	0.0
COc1ccc(N2CCN(C(CNC(=O)C(=O)NCC3CCCO3)c3ccco3)CC2)cc1 (stereo not given)	-5.2	3.4	-3.0	13.6	8.1	-4.2	18.6	20.2	14.7	7.6	3.2

Three entries out of the list, sorted by length of the SMILES, largest number first:
Structure	ABHD5-PLIN5 inh	SRC3 inh	NOD2 RIPK2 PPI	TWEAK-Fn14 inh	NCOA1 inh	TROY signal inh	NR2F2 inh	NCOA2 inhibitor	LRH-1 inv ag	TLR9-MyD88 inh	Exocytosis inh
CNC(=O)C(=O)Nc1cc2c3c(c1)C(C)C(=O)N3CCC2 (stereo not given)	-7.3	-14.6	5.1	-13.0	-3.6	-16.9	-21.9	4.8	4.2	16.9	0.0
Cc1cc(N2C(=O)CCC2=O)n(-c2ccccc2)n1	-0.6	-3.0	-4.0	3.7	-2.8	-0.6	-7.8	4.5	-8.8	2.1	-3.4
O=C(N/N=C/c1ccccc1)c1cccc2ccccc12	-0.8	3.2	-8.4	-0.8	-1.3	-12.8	-12.3	6.2	5.3	0.5	-0.6

The list continues:
Structure	ABHD5-PLIN5 inh	SRC3 inh	NOD2 RIPK2 PPI	TWEAK-Fn14 inh	NCOA1 inh	TROY signal inh	NR2F2 inh	NCOA2 inhibitor	LRH-1 inv ag	TLR9-MyD88 inh	Exocytosis inh
CC1CN(C)C(C)C/C1=N/Oc1ccccc1[N+](=O)[O-] (stereo not given)	-7.9	11.6	4.3	-11.9	4.0	21.8	4.1	-5.6	8.5	2.1	-0.3
Cc1ccc(C)c(N2N=C(C(=O)OCc3nnc(-c4cccs4)o3)CCC2=O)c1	-12.6	1.1	4.5	1.0	-0.8	-21.4	11.0	-36.5	-0.9	2.2	-3.9
O=C(CN1C(=O)NC2(CCOc3ccccc32)C1=O)NCCc1ccc(F)cc1 (stereo not given)	-8.6	5.1	5.9	-2.1	-6.1	0.0	-2.3	10.7	-1.5	1.3	-1.6
O=C(CN1c2ccccc2Sc2ccccc21)NNC(=O)Nc1ccc(Cl)cc1	-12.4	13.6	-1.1	11.0	-12.5	31.0	14.5	-8.7	3.4	-4.3	0.6
Cc1ccccc1SCC(=O)OCC(=O)Nc1sccc1C(N)=O	2.0	14.9	-2.1	25.1	7.1	13.4	18.7	-11.5	14.7	4.8	-1.5
COC(=O)c1ccc(NC(=S)N2CCC(C(N)=O)CC2)cc1	-7.0	10.1	4.5	-4.6	-7.8	-2.3	-6.6	-26.6	8.5	3.7	-6.5
COc1ccc(CNC(=O)C(C)OC(=O)c2cccs2)cc1 (stereo not given)	-1.2	-6.5	-5.8	-0.5	2.5	2.5	2.3	2.9	-8.1	-9.1	5.3
COCCCNC(=O)c1cn(C)c(=O)c2cc(OC)c(OC)cc12	0.3	-17.5	7.4	-5.3	4.6	-2.0	1.9	10.3	25.4	0.3	-2.9
Cc1ccc(Sc2nc(C)cc(C)c2S(C)(=O)=O)cc1	-9.1	-6.1	-5.3	9.8	-1.1	10.7	-4.2	-20.3	-6.4	-4.1	-2.7
COc1cc2c(cc1OC)C(c1ccc([N+](=O)[O-])cc1)N(C(C)=O)CC2 (stereo not given)	4.7	9.0	-10.1	-0.5	5.9	1.7	3.7	-15.6	-12.1	-9.1	3.9
COCC1CCCCN1C(=O)c1ccc2nc(Cc3ccc(OC)c(OC)c3)oc2c1 (stereo not given)	-1.4	-4.4	0.6	-0.7	4.1	-10.2	11.5	-11.0	-7.6	1.7	5.1
O/N=C\c1ccccc1Oc1ccc(F)cc1	-1.0	3.9	5.6	11.0	7.6	-2.6	12.3	3.5	32.9	4.0	0.8
C#CCSc1nnc(-c2ccc([N+](=O)[O-])cc2)o1	-1.2	-23.1	-7.5	-32.7	-33.9	-44.7	-3.0	-13.4	-27.7	6.3	8.0
CCCCN1C(=O)C2C(c3ccc(OC)cc3O)NC(CC(C)C)(C(=O)O)C2C1=O (stereo not given)	-1.0	12.8	2.8	-3.4	1.1	-5.9	1.0	3.7	-4.0	-0.1	-2.8
Cc1ccc(-c2cc3ccccc3nc2N2CCOCC2)cc1	5.9	13.0	-3.8	11.5	1.1	-37.4	11.6	-5.2	16.5	x	2.2
COc1ccccc1N1CCN(S(=O)(=O)c2ccc3c(c2)oc(=O)n3C)CC1	6.2	-1.8	-1.3	-21.3	0.8	13.0	1.0	-3.1	-22.9	-1.1	0.3
Cn1c(-c2ccc(CN3CCCCC3)o2)nc2ccccc21	-0.4	-82.3	2.3	9.4	-128.0	19.9	-60.2	-88.8	-94.3	-1.5	-3.3
CCc1nnc(NC(=O)CCC(=O)N2CCN(CCOc3ccc(C)cc3)CC2)s1	2.6	3.2	3.6	3.1	6.3	-15.4	19.4	1.4	17.2	2.5	-1.1
CC[C@]12c3[nH]c4ccc(Cl)cc4c3CCN1C(=O)[C@@H](CC(=O)NCc1ccco1)C[C@@H]2C(=O)N1CCN(C(=O)c2ccco2)CC1	-8.1	-18.0	-9.2	15.4	-17.8	-11.9	-8.7	-24.0	-3.9	-6.8	-1.3
COC(=O)/C=C\C(C#N)(C#N)N=Cc1ccc(OC)cc1	8.3	-16.2	-3.0	4.6	1.4	-8.0	-7.2	7.2	-8.6	-1.4	47.6
CCOC(=O)[C@H]1[C@H]2COc3ccc(Cl)cc3[C@@H]2N2C(=O)CN(Cc3ccccc3)C(=O)[C@@]12C	5.8	-4.0	4.3	-8.2	3.0	1.0	7.6	-30.5	-3.0	-7.2	-2.5
